Screening results from PubChem BioAssay.
NSD2 inh: NSD2 (human) methyltransferase inhibition | NSD2 peptide methylation, AlphaScreen, 120 min | AID 743445 | hit rate 0.54% among 310,000 | inhibition, % at 12.5 µM | O96028; in the data active = inhibition above about 50%
Target sequence (O96028 whole entry, looked up): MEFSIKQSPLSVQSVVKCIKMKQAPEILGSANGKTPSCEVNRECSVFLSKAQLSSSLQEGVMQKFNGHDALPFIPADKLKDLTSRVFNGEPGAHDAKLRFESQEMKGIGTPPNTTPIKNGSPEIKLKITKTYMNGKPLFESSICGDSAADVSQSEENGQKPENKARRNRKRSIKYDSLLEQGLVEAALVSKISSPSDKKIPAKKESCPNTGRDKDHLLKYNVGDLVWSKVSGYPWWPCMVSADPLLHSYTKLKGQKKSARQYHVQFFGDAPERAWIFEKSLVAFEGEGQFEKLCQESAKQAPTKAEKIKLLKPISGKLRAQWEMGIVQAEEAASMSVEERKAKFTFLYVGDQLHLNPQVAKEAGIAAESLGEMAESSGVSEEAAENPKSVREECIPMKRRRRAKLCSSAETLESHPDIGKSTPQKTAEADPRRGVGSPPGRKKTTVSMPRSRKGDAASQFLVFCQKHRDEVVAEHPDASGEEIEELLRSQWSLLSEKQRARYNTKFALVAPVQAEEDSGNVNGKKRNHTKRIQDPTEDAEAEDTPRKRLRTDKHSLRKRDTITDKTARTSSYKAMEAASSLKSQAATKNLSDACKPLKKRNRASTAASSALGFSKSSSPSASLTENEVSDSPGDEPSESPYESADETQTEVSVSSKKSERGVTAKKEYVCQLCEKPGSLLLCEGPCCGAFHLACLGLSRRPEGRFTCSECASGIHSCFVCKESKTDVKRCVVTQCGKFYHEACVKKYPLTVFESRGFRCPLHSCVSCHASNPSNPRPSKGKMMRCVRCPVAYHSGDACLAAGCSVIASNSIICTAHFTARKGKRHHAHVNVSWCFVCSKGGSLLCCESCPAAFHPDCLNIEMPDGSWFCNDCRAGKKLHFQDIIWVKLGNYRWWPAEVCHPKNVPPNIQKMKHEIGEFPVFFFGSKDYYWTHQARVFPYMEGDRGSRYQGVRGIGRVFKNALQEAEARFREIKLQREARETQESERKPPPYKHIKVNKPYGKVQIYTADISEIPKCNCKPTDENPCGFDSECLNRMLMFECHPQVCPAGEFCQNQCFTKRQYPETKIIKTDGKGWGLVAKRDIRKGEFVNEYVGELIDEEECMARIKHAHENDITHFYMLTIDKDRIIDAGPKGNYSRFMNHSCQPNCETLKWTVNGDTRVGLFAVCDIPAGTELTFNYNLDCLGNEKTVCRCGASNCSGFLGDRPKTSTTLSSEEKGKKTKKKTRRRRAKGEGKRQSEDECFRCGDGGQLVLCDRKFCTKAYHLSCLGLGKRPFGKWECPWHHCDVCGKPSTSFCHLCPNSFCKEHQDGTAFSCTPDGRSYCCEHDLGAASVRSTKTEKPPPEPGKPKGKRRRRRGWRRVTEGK
CAL PDZ FP-1: blocks peptide binding to human CAL PDZ domain. purified CAL PDZ, TMR-peptide fluorescence polarization, 1 h. inhibition, % at 20 µM. hit rate 0.02% among 330,000. AID 504414;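 active = highest replicate inhibition of at least 40%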;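 note: plate controls were DMSO neutral control wells for no effect and unlabeled competitor peptide control wells for full effect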
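Control set: unlabelled peptide and DMSO controls / Material: purified CerCALP PDZ construct / Timing: 1 h incubation at room temperature before polarization reading / Doses: 20 µM, one dose / Detection: fluorescence polarization (mP)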
dFosB activator: mouse delta FosB homodimer activation; P13346; purified delta FosB, TAMRA-CDK5 oligo fluorescence polarization; percent of positive-control signal above neutral wells; activation, % at 25 µM; hit rate 0.99% among 340,000; AID 493131;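 active = mean activation above about 17%, with every replicate also reaching it, limit read from the data, passing the limit was not always enough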;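 note: fluorescence polarization rise as delta FosB binds a TAMRA Cdk5 AP-1 oligo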
PfHsp90 yeast 2: inhibits growth of yeast expressing Plasmodium falciparum Hsp90; S. cerevisiae expressing PfHsp90, BacTiter-Glo ATP, 48 h; yeast lacking PDR1 and PDR3 efflux regulators; inhibition, % at 9.4 µM; hit rate 0.32% among 310,000;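 active = every replicate shows inhibition above about 80%, whatever the replicate mean, limit read from the data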;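 note: 0% = DMSO neutral controls and 100% = 20 µM radicicol positive controls; yeast relying on Plasmodium falciparum Hsp90 in place of its own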
CAL PDZ FP-2: CAL PDZ (human) peptide binding inhibition; hit rate 0.92% among 300,000; Q9HD26; inhibition, % at 24.9 µM; AID 602252; purified CAL PDZ, TMR-peptide fluorescence polarization, 1 h;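 active = mean inhibition of at least 30% with at least half of replicates also reaching 30%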;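 note: 0% = DMSO neutral control and 100% = excess unlabeled competitor peptide PRC23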
Rtt109 Vps75: inhibitors of Candida albicans Rtt109/Vps75 histone acetyltransferase; hit rate 0.16% among 330,000; inhibition, % at 34.9 µM; AID 540336; Q5AAJ8; purified Rtt109/Vps75, ThioGlo CoA-SH fluorescence, 4 h;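 active = inhibition of at least 50% in every replicate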
PvdQ acylase: blocks Pseudomonas aeruginosa PvdQ acylase activity; purified PvdQ acylase, fluorescence plate reader; inhibition, % at 10 µM; hit rate 0.063% among 340,000; in the data active = inhibition above about 30%, passing the limit was not always enough;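 note: 0% = vehicle neutral wells and 100% = reference inhibitor wells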
SR-BI HDL uptake: mouse SR-BI HDL lipid transfer inhibition. ldlA[mSR-BI] CHO cells, DiI-HDL uptake fluorescence, 3 h. Q61009. inhibition, % at 12.5 µM. hit rate 0.96% among 320,000. AID 488896;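 active = mean replicate inhibition of at least 70% and a set share of replicates each scoring 70 or more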;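 note: 0% = median of neutral control wells and 100% = median of positive control wells; values of inactives mirror those of a sister screen read the other way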
SR-BI uptake up: enhances SR-BI lipid uptake from DiI-HDL; CHO ldlA[mSR-BI] cells, DiI-HDL uptake fluorescence, 3 h; 100 = double the neutral-control signal; activation, % at 12.5 µM; hit rate 0.096% among 320,000;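 active = mean replicate activation of at least 60% and every replicate at or above 60%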;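 note: 0% = median plate neutral-control signal and 100% = twice that signal; values of inactives mirror those of a sister screen read the other way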
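Material – SR-BI-overexpressing, LDLR-lacking CHO cells · Medium – BSA-supplemented, HEPES-buffered Ham's F12, pH 7.4 · Doses – single concentration · Times – compound with DiI-HDL co-incubation, 3 h at 37 °C · Measured by – bottom-read fluorescence, 550/595 nm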
MITF act: MITF TRPM1 promoter activation in melanoma cells; SK-MEL-5 TRPM1-promoter luciferase, 24 h; % of positive control, neutral wells = 0; AID 588334; activation, % at 12.5 µM; hit rate 0.75% among 300,000;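 active = mean activation of at least 80% with every replicate also reaching 80%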;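 note: 0% = neutral control wells and 100% = parthenolide positive control wells; values of inactives mirror those of a sister screen read the other way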
Starred values were filed as active, the others as inactive; . = not tested or not shown.

SMILES	NSD2 inh	CAL PDZ FP-1	dFosB activator	PfHsp90 yeast 2	CAL PDZ FP-2	Rtt109 Vps75	PvdQ acylase	SR-BI HDL uptake	SR-BI uptake up	MITF act
C(=N\n1cnnc1)/c1cccc2ccccc12	-1	.	-11	16	-3	-10	6	-22	22	-15
CC(C)(C#N)Nn1cnnc1	0	-0.5	3	0	-4	-5	-1	-15	15	8
CC(C1CC1)N(Cc1ccccc1)C(=O)NC(=O)c1cccc(F)c1 (stereo unspecified)	-1	-0.6	-4	7	-3	-3	-8	-25	25	-13
O=C(CCc1ccccc1)n1nc(-c2ccco2)nc1SCc1ccccc1	.	-0.9	-8	.	.	-14	-6	-16	16	.
COc1ccccc1N1CCC(N2CCN(CC(C)(C)C)C(CCO)C2)CC1 (stereo unspecified)	0	-8.3	-3	-24	3	4	-9	-44	44	5
CCOc1ccc(C(=O)Nc2ccc(NC(=O)c3ccccc3)c(C)c2)cc1[N+](=O)[O-]	-2	-0.1	5	-23	6	-2	2	52	-52	9
COc1ccc(/C=N\NC(=O)c2cccc(Br)c2)c(OC)c1	-10	0.9	-3	15	-1	-7	4	-2	2	-5
Cc1nc2sc3c(c2c(=O)[nH]1)CCCC3	-3	0.7	0	1	1	-1	-17	-11	11	15
Oc1c(Cl)cc(Cl)c2c1NCCC2	.	-1.0	-5	-21	0	5	4	10	-10	-11
CCN1C(=O)/C(=C2\SC(N3CCCCC3)=NC2=O)c2ccccc21	7	-0.5	-11	-20	-2	20	2	4	-4	78
COc1ccc(/C=C/C(=O)Nc2ccccc2C(=O)O)cc1	.	-1.9	-5	37	0	-6	4	-22	22	3
CCCNC(=O)NC(=O)COC(=O)CNS(=O)(=O)/C=C/c1ccccc1	5	-2.9	-9	15	-2	3	-4	-13	13	-7
CN1C(=O)/C(=C/c2ccccc2OCc2cccc(F)c2)NC1=S	11	-2.1	1	21	-2	-2	-28	12	-12	0
N=c1oc2ccccc2cc1-c1nc(-c2ccccc2)cs1	0	-0.7	-18	-12	2	3	-13	-1	1	21
CC(C(=O)NCCN1CCOCC1)c1ccc([N+](=O)[O-])cc1 (stereo unspecified)	-9	-3.5	2	-20	-2	0	-8	-16	16	-4
CCc1ccc(OCC(=O)Nc2ccc(N3CCN(C(=O)c4ccccc4)CC3)cc2)cc1	10	0.8	-6	-8	-4	-7	1	45	-45	-10
O=C(CSc1ncn(-c2ccccc2)n1)N1CCN(c2ccccc2)CC1	3	-3.5	-4	21	16	8	-4	-12	12	.
CCC(c1nnc(SCC(=O)NC23CC4CC(CC(C4)C2)C3)o1)N(C)C (stereo unspecified)	2	.	-4	-10	1	-6	-12	-6	6	1
O=C(N/N=C/C(Br)=C/c1ccccc1)c1cccs1	0	-4.4	-6	26	-1	0	-8	23	-23	63
Cc1ncsc1CCC(=O)N1CCCC(Nc2ccc(C(C)C)cc2)C1 (stereo unspecified)	4	-2.1	-1	-19	1	14	-11	-7	7	1
COc1cc(NC(=O)c2ccccc2)c(OC)cc1NC(=O)Cc1cccs1	-1	-0.1	-12	-12	3	-14	4	61	-61	-4
CC(=O)c1c(C)[nH]c(C(=O)NNC(=O)c2ccc(C)cc2)c1C	14	0.6	-3	-14	.	-5	-3	5	-5	2
C=CCOc1cccc(/C=C\c2nc(O)c([N+](=O)[O-])c(=O)[nH]2)c1	-3	-0.4	-1	2	-4	-1	-13	-15	15	.
CCOc1ccc(S(=O)(=O)NCCC(=O)Nc2nnc(C)s2)cc1	0	-0.2	-4	-4	1	26	2	.	.	0
CCOC(=O)c1ccc(N2C(=O)CC(N3CCC(O)(c4ccc(Br)cc4)CC3)C2=O)cc1 (stereo unspecified)	2	-0.6	-4	96*	-1	7	-15	16	-16	0
Later entries
SMILES	NSD2 inh	CAL PDZ FP-1	dFosB activator	PfHsp90 yeast 2	CAL PDZ FP-2	Rtt109 Vps75	PvdQ acylase	SR-BI HDL uptake	SR-BI uptake up	MITF act
O=C(CSc1nnc(CNC(=O)c2cccs2)o1)c1ccccc1	0	-2.9	-8	2	3	-4	-13	9	-9	-19
Cc1cc(NC(=O)CN(C)CC(=O)Nc2ccc(Cl)c(C(F)(F)F)c2)no1	-1	-0.5	-16	-8	-5	-3	11	-10	10	0
O=C(CSc1nnc(-c2ccc(F)cc2)o1)Nc1ccc(S(=O)(=O)N2CCCCCC2)cc1	.	-3.1	6	-3	-1	.	1	14	-14	-2
CCOc1ccc(OCCCCN2CCCC2)cc1	13	-1.3	10	13	-2	3	-4	-6	6	5
CCOc1ccc(C(=O)Nc2ccc3nc(N4CCN(CC)CC4)cc(C)c3c2)cc1	-1	0.0	-4	16	3	-6	2	51	-51	-8
CC1Nc2ncnc(N3CCN(c4ccccc4)CC3)c2N(Cc2ccc(Cl)cc2)C1=O (stereo unspecified)	.	-0.1	1	7	1	11	10	-5	5	-5
COc1ccc(Cl)cc1S(=O)(=O)N1CCC(C(=O)NCc2ccccn2)CC1	0	-1.9	-6	-8	-1	0	-6	0	0	-2
O=C(CC1C(=O)NCCN1Cc1ccccc1)NCCCOc1cccnc1 (stereo unspecified)	-1	1.2	-5	-3	.	3	10	-10	10	-5
O=C1OCC/C1=C\c1ccccc1O	2	-2.6	-5	.	-6	-2	-6	-55	55	.
COCCNC(=O)NC(=O)CN1CCN(C(c2ccccc2)c2ccccc2)CC1	-1	0.2	-12	-8	0	12	2	-8	8	-5
Cc1cc(C)n2ncc(C(=O)NCc3ccc(Cl)cc3)c2n1	0	.	-11	-5	2	2	-1	28	-28	0
CC1=NN(C(=O)Cn2nc([N+](=O)[O-])c(Br)c2C)C(O)(C(F)(F)F)C1 (stereo unspecified)	3	-1.3	-3	8	1	-14	2	26	-26	-8
CCOC(=O)C1CCCCN1Cc1cccc(C(F)(F)F)c1 (stereo unspecified)	0	-2.2	-5	-38	-2	-2	-17	-5	5	0
Cc1nnc(SCC(=O)NC2CCCc3c2cnn3-c2ccc(F)cc2F)o1 (stereo unspecified)	1	-2.7	-12	13	-3	-1	-13	-14	14	-11
CC(C)Oc1ccc(CCc2n[nH]c(=S)n2Cc2ccccc2)cc1	3	-0.5	-10	-6	-2	11	4	2	-2	-7
CCOC(=O)C1=C(N)Oc2cc(O)ccc2C1c1ccc(C)cc1 (stereo unspecified)	-2	0.3	-7	-1	7	-2	-8	24	-24	.
CN(C)C(=O)CCc1ccc2c3c([nH]c2c1)[C@]1(CCc2ccccc2)[C@@H](C(=O)N2CCCCC2)C[C@H](CC(=O)NCc2cccc(C(F)(F)F)c2)C(=O)N1CC3	.	-2.0	-15	-50	-7	0	-12	-4	4	-34
COc1ccc(-c2cc(C(=O)Nc3cccc(S(=O)(=O)NCc4ccco4)c3)c3ccccc3n2)cc1OC	-6	-1.4	-10	4	1	-29	1	.	.	-11
O=C(O)CCSCCC(=O)O	-6	-1.1	2	5	3	-1	-17	-1	1	-7
C/C(N)=C(/C#N)C(=O)CSc1nnc(COc2cc(C)ccc2C)o1	0	0.4	-4	-50	-3	5	-7	13	-13	8
CCCn1cc(CN2CCC(Oc3ccc(C(=O)N4CCCC4)cc3)CC2)c(C)n1	5	-1.4	-10	14	-4	1	-11	0	0	11
Cc1ccc(N2C(=O)[C@@H]3C(C(=O)C(c4ccccc4)c4ccccc4)=NN[C@@H]3C2=O)cc1	-1	-1.2	-6	10	-5	-1	1	0	0	-1
CC(C)C[C@H](NC(=O)c1[nH]cnc1C(=O)N[C@@H](C)c1ccccc1)C(=O)OC(C)(C)C	.	0.2	2	-3	-4	20	-2	-7	7	-10
CC1(C)C(=O)OC(c2ccccc2)C2(CCCC2)C1=O (stereo unspecified)	-3	-1.1	2	-12	-2	46	8	14	-14	6
COCCn1c(Br)nc2c1c(=O)n(C)c(=O)n2C	1	-0.3	2	-1	10	3	9	3	-3	-5

Arranged by value in SR-BI HDL uptake (descending): 3 from the list above
SMILES	NSD2 inh	CAL PDZ FP-1	dFosB activator	PfHsp90 yeast 2	CAL PDZ FP-2	Rtt109 Vps75	PvdQ acylase	SR-BI HDL uptake	SR-BI uptake up	MITF act
O=C(CSc1nnc(CNC(=O)c2cccs2)o1)c1ccccc1	0	-2.9	-8	2	3	-4	-13	9	-9	-19
COc1ccc(Cl)cc1S(=O)(=O)N1CCC(C(=O)NCc2ccccn2)CC1	0	-1.9	-6	-8	-1	0	-6	0	0	-2
CC(C)C[C@H](NC(=O)c1[nH]cnc1C(=O)N[C@@H](C)c1ccccc1)C(=O)OC(C)(C)C	.	0.2	2	-3	-4	20	-2	-7	7	-10

Later entries:
SMILES	NSD2 inh	CAL PDZ FP-1	dFosB activator	PfHsp90 yeast 2	CAL PDZ FP-2	Rtt109 Vps75	PvdQ acylase	SR-BI HDL uptake	SR-BI uptake up	MITF act
COc1ccccc1N1CCN(C(=O)c2ccc(CSc3ccccc3)cc2)CC1	0	-1.1	-6	-12	-5	-1	10	31	-31	4
COc1ccc2nc(SCC(=O)NC(C)c3ccccc3)[nH]c2c1 (stereo unspecified)	1	0.1	8	22	-1	-1	-10	-1	1	4
C=C[C@H](CC(C)C)N(Cc1ccccc1)S(=O)(=O)N(Cc1ccccc1)[C@@H](C=C)CC(C)C	.	0.4	5	32	16	-2	-11	-8	8	-6
CCC(C)NS(=O)(=O)c1ccc(OCC(=O)Nc2ccc(F)cc2F)cc1 (stereo unspecified)	-2	0.2	0	28	-4	-1	-10	-20	20	7
CC1CC(C(F)F)n2nc(C(=O)O)cc2N1 (stereo unspecified)	-2	0.0	-2	.	6	0	-5	-26	26	5
Cc1ccc(NC(=O)CC(NCCN2CCOCC2)C(=O)O)cc1Cl (stereo unspecified)	-1	-0.3	0	4	-4	10	13	3	-3	.
CCC(=O)Oc1oc(-c2ccccc2)nc1C=Nc1ccccc1OC	-3	-1.1	-7	3	2	6	-1	-19	19	-23
O=C(CC1C(=O)NCCN1Cc1ccccc1C(F)(F)F)NC1CCC1 (stereo unspecified)	3	2.9	-3	-9	11	4	-12	-12	12	17
Cc1cc(Nc2ccc(F)cc2F)n2nc(C)nc2n1	.	-0.1	3	20	0	1	-20	-14	14	17
O=C(COC(=O)[C@H](Cc1ccccc1)NC(=O)c1cccs1)NC1CCCCC1	12	-1.3	-7	1	-3	0	-11	-19	19	3
N#C/C(=C\c1ccco1)Sc1nc2ccccc2s1	0	-1.1	-11	21	-9	3	2	7	-7	-4
COc1ccc(-n2ncc3c(Nc4cccc(C)c4)ncnc32)cc1	.	-0.1	3	-13	11	.	5	53	-53	120*
c1ccc(CN2CCCC3(CCCN(Cc4nc(CC5CC5)no4)C3)C2)cc1 (stereo unspecified)	9	-0.2	-2	-17	25	10	3	.	.	3
Cc1ccc2c(c1)N(CC(=O)Nc1c(C)cccc1C)C(=O)c1cccnc1O2	-4	-2.3	-4	-23	-2	-5	-11	16	-16	5
CC(C)(C)c1ccc(C(=O)NCCC(=O)Nc2ccc3c(c2)OCCO3)cc1	-1	-0.7	-8	.	-7	4	-7	-24	24	14
CC1CC(C)CN(S(=O)(=O)c2ccc3c(c2)CCN3C(=O)C2CC2)C1 (stereo unspecified)	-3	-0.3	-3	-12	1	13	-8	-1	1	-11
